GDH-TPI counter: GDH-TPI coupled enzyme inhibition counter-screen | GDH-TPI coupled enzyme counterscreen, NADH absorbance | inhibition, % at 4.8 µM | actives 1.2% (n = 360,000); in the data active = inhibition above about 30%;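 note: 0% = DMSO wells and 100% = wells lacking the enzyme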
BioA inh: BioA (M. tuberculosis) enzyme inhibition; actives 0.096% (n = 360,000); AID 602481; inhibition, % at 9.99 µM; purified M. tuberculosis BioA enzyme, plate reader; in the data active = inhibition above about 40%; inconclusive = no clear call, values can overlap the other calls
Mtb FBA inh: inhibitors of M. tuberculosis fructose-bisphosphate aldolase | P9WQA3 | purified M. tuberculosis FBA, fluorescence read-out | inhibition, % at 1 µM | actives 2.3% (n = 360,000); in the data active = inhibition above about 27%;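 note: 0% = vehicle and 100% = reference inhibitor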
Target sequence (P9WQA3 whole entry, looked up): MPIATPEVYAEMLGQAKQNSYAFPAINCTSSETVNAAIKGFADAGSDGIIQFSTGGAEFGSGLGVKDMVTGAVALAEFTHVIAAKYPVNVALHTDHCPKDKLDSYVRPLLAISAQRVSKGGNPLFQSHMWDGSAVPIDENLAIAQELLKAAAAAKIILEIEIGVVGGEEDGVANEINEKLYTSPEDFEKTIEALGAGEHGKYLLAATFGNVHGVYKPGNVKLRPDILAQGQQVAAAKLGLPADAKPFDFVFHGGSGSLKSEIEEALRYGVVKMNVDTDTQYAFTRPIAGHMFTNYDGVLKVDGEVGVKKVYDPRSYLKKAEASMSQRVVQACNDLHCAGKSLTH
UGM FP inh: blocks M. tuberculosis UGM enzyme. P9WIQ1. purified UGM, fluorescence polarization probe displacement. inhibition, % at 10 µM. actives 0.06% (n = 320,000). AID 504406; in the data active = inhibition above about 10%, passing the limit was not always enough; inconclusive = no clear call, values can overlap the other calls
Target sequence (P9WIQ1 whole entry, looked up): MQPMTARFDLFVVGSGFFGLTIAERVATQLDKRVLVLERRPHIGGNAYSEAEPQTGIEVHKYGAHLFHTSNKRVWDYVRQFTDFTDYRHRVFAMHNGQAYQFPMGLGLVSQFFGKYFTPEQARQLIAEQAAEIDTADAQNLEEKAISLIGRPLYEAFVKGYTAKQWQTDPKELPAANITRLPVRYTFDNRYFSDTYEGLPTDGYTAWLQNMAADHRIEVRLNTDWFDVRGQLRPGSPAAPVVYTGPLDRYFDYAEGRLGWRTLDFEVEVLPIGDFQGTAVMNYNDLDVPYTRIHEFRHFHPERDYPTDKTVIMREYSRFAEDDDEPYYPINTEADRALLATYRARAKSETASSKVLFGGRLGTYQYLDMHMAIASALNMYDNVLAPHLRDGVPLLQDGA
BoNT F protease: blocks Botulinum neurotoxin F light chain protease; Multiplex microsphere protease cleavage assay, flow cytometry; inhibition, % at 10 µM; actives 0.22% (n = 360,000); in the data active = inhibition above about 35%, passing the limit was not always enough; inconclusive = no clear call, values can overlap the other calls; note: plate controls were buffer without enzyme for full effect and enzyme alone for no effect
PfHsp40 rescue: restores yeast growth despite PfHsp40 toxicity. S. cerevisiae expressing PfHsp40, growth rescue, ATP luminescence. growth rescue, % at 12.5 µM. actives 0.68% (n = 340,000). AID 504582; in the data active = growth rescue above about 28%, passing the limit was not always enough; inconclusive = no clear call, values can overlap the other calls;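 note: yeast W303a lacking pdr1 and pdr3 grown in galactose medium; growth measured after three days at 30 °C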
Anthrax LF prot: anthrax lethal factor protease inhibition; actives 0.12% (n = 360,000); inhibition, % at 10 µM; multiplex microsphere protease cleavage assay, LF; P15917; note: plate controls were buffer without enzyme for full effect and enzyme alone for no effect
BoNT A protease: blocks Botulinum neurotoxin A light chain protease | multiplex microsphere protease substrate cleavage, flow cytometry | inhibition, % at 10 µM | actives 0.17% (n = 360,000); note: plate controls were buffer without enzyme for full effect and enzyme alone for no effect
FadD28 FP inh: inhibitors of Mycobacterium tuberculosis FadD28 bisubstrate binding. actives 0.22% (n = 360,000). FadD28 bisubstrate probe binding, fluorescence polarization. inhibition, % at 12.5 µM. AID 588549; in the data active = inhibition above about 8.5%, passing the limit was not always enough; inconclusive = no clear call, values can overlap the other calls
Active calls of the source: *; ? = inconclusive; . = not tested or not shown. Cut-off read from the data, not from the text of the source, unless noted: active = inhibition above about 30%; inconclusive = no clear call, values can overlap the other calls; inactive = below that.

SMILES	GDH-TPI counter	BioA inh	Mtb FBA inh	UGM FP inh	BoNT F protease	PfHsp40 rescue	Anthrax LF prot	BoNT A protease	FadD28 FP inh
O=C(O)/C(=C\c1ccc(C(F)(F)F)cc1)c1ccc(S(=O)(=O)N2CCCC2)s1	5	0.9	1	0.6	-3	0.7	0	0.0	-0.7
CCOC(=O)C1CCN(S(=O)(=O)c2ccc(CC)cc2)CC1	0	.	0	-1.7	-12	0.1	-6	-0.7	-1.1
COc1cc2c(c(OC)c1)C(c1ccncc1)CC(=O)N2 (configuration not stated)	-5	-1.0	1	-1.5	-6	0.9	0	-0.1	-3.0
c1ccc(OCCCCn2cnc3ccccc32)cc1	-5	3.3	1	-0.8	-3	4.6	-10	0.3	-2.2
C[C@@H]1CN([C@@H](C)CO)C(=O)c2cc(Br)cnc2O[C@@H]1CN(C)C(=O)CN(C)C	1	0.4	0	.	-5	.	-4	0.1	-0.2
CN(/N=C/C=C/c1ccccc1)c1cc(=O)n(C)c(=O)[nH]1	73*	-1.5	-5	2.2	0	-0.3	-1	0.6	-3.8
Cc1ccc(S(=O)(=O)NCc2ccccc2)cc1C(=O)NC1CCCCC1	-9	-2.7	0	-7.3	-5	-0.5	-4	-1.9	-0.1
CCOc1ccccc1N(CC(=O)NC1CCCCC1)C(=O)CCC(=O)Nc1cc(C)ccn1	-2	.	-1	3.6	-2	-0.2	8	-0.6	.
COc1ccc(N(C)S(=O)(=O)c2cccc(C(=O)N3CCN(c4ccccc4)CC3)c2)cc1	5	0.5	6	.	-4	1.9	-7	-2.9	-1.3
COC(=O)C1C(c2ccccc2)C=CC(c2ccccc2)C1C(=O)O (configuration not stated)	-12	.	1	-2.2	0	-0.6	-3	-1.1	-3.4
Cc1ccc(NC(=O)COC(=O)CN2C(=O)NC3(CCCC3)C2=O)cc1F	4	.	4	-1.5	-2	0.8	0	-1.1	-0.8
COc1cc(C(=O)N2CCCC(c3cc(C(=O)NCc4ccccc4)no3)C2)cc(OC)c1C (configuration not stated)	4	0.6	-3	.	-8	.	-7	-0.7	-3.4
COc1ccc(Nc2ncc3c(n2)CC(c2ccc(OC)cc2)CC3=O)cc1 (configuration not stated)	25	-1.5	-2	-3.5	-4	0.6	1	-0.1	-4.6
CCOc1ccc(N=Cc2c(C)[nH]n(-c3nc4ccccc4[nH]3)c2=O)cc1	20	.	-1	-0.6	1	-3.5	-1	-0.5	-0.2
COc1cccc(C(=O)Nc2cccc(-c3ccc4nncn4n3)c2)c1OC	14	1.8	4	-2.1	-8	-1.2	-9	-1.1	0.2
CN(CCCNC(=O)c1cccc(N2CCCC2=O)c1)c1ccccc1	-1	.	1	-0.2	-6	6.3	11	3.4	-2.2
COc1ccccc1C=NN=C(N)C(N)=NN=Cc1ccccc1OC	28	-1.1	-3	.	-3	-0.1	1	0.5	-5.0
COc1ccc2[nH]c(CN3CCN(CC(C)C)C(CCO)C3)c(C)c2c1 (configuration not stated)	7	0.5	12	0.9	-5	0.9	3	2.2	0.2
O=C(O)c1cccnc1C(=O)c1ccccc1	0	-0.9	-2	1.9	-4	-1.8	-4	-1.0	-1.8
O=C(O)CCCNC(=O)/C(=C\c1ccc(Cl)cc1)NC(=O)c1ccccc1Br	10	.	2	0.0	6	-0.8	-4	0.6	0.8
O=C(N/N=C/c1ccc2cccnc2c1)c1nc2ccccc2c(=O)[nH]1	21	-0.7	2	-0.9	-12	-0.3	-8	-4.5	-0.2
CC(=O)C1=C(C)Nc2ncnn2C1c1cccc(OCc2ccccc2)c1 (configuration not stated)	17	-1.0	6	0.5	2	-1.3	-12	-0.9	-1.4
Cc1noc(NS(=O)(=O)c2ccc(NC(=O)c3ccc(Br)o3)cc2)c1C	4	-1.5	-1	-1.9	-4	0.1	-2	-1.8	-0.5
NC(Cc1ccc(Cl)cc1)c1csc(Nc2ccc(-c3ccccc3)nn2)n1 (configuration not stated)	9	0.1	-2	.	-18	.	-3	0.5	-8.6
O=C1NC(=O)/C(=C/c2cccc([N+](=O)[O-])c2)N1	22	-0.5	3	-0.7	-8	-0.4	-2	0.6	-1.8
COC(=O)C(Oc1ccc2c(-c3ccc(OC)cc3)cc(=O)oc2c1)c1ccccc1 (configuration not stated)	8	-1.1	-6	5.7	-4	-0.9	-2	0.1	-0.2
COc1cc(CN2CCC(C(=O)N3CCN(c4ccccc4F)CC3)CC2)cc(OC)c1O	5	0.9	2	3.6	-1	-0.2	-10	0.3	-2.2
Cc1cccc(CSc2nnc3c(n2)[nH]c2ccccc23)c1	5	.	2	-0.9	?	-0.4	-4	-1.9	-0.7
O=C1C2ON(c3ccccc3)C(c3ccccn3)C2C(=O)N1c1ccc(Br)cc1 (configuration not stated)	-6	-1.5	-3	1.4	7	6.1	-2	0.6	13*
O=c1[nH]c2ccccc2c2nc3ccccn3c12	5	-2.1	3	-0.7	-8	0.6	-12	-0.3	-1.2
COc1ccc(NC(=O)COC(=O)c2ccc(Br)o2)cc1OC	12	-0.4	2	-2.5	-30	-1.2	2	-0.2	0.0
COc1ccc(C2C(C(=O)c3ccco3)=C(O)C(=O)N2CC2CCCO2)cc1OC (configuration not stated)	2	-0.3	-2	-2.2	3	-1.4	0	-0.9	-7.2
CCC(O)C1CCN(Cc2cn(Cc3ccccc3)nc2-c2cc3ccccc3o2)CC1 (configuration not stated)	-3	.	0	1.5	-4	-0.6	-2	-1.7	-0.3
O=C(CNCc1ccccc1)Nc1ccc(F)cc1	6	0.0	3	1.1	-8	-0.9	2	-0.3	-2.0
COc1cccc(C(CC(=O)NCc2ccco2)NS(=O)(=O)c2ccc(C)cc2)c1OC (configuration not stated)	-9	-0.2	-1	-2.2	?	-1.8	-2	-1.0	-3.8
Cc1ccc(NC(=S)N2CCC(NC(=O)c3ccc(F)cc3)CC2)cc1	5	-1.9	3	0.8	-7	-1.0	-1	-2.4	-0.5
N#CCSc1nnc2ccc3ccccc3n12	10	1.2	4	2.1	0	-1.4	1	-0.4	-1.4
O=[N+]([O-])c1ccccc1Oc1ccc(S(=O)(=O)N2CCOCC2)cc1	13	-1.7	4	-0.7	3	-1.4	-1	0.2	-1.8
CCCn1c(N)c(N(CCOC)C(=O)COC(=O)CSc2cc(C)c3ccccc3n2)c(=O)[nH]c1=O	7	-0.5	-2	-2.0	-10	-0.4	0	0.8	-3.6
O=C(CCn1c(=O)c2ccccc2n(Cc2cccnc2)c1=O)NCc1ccc2c(c1)OCO2	-3	9.7	2	-1.2	1	0.5	-1	-0.2	-1.2
Cc1ccc(C2C(C(=O)c3cc4ccccc4o3)=C(O)C(=O)N2CCN2CCOCC2)o1 (configuration not stated)	12	1.8	2	2.1	21	-0.5	-2	1.7	-0.4
S=c1[nH]c(-c2ccccc2)cn1/N=C/c1cccc2ccccc12	3	.	33*	-4.1	-3	2.8	14	11	-1.8
CCn1c(SCC(=O)Nc2ccccc2)nc2c(c1=O)SCC2	12	17	0	.	2	.	-5	0.6	-1.3
CCC(Br)C(=O)Nc1ccc(OC)cc1 (configuration not stated)	3	.	4	-1.4	-2	-1.5	1	-0.3	-0.2
Cc1ccc(C(=O)N2CCN(c3ccc(NC(=O)c4cccnc4Cl)cc3)CC2)cc1	8	.	1	0.9	-1	0.8	-12	4.1	1.3
O=S1(=O)CCOC[C@H](CC2CCCCC2)N1Cc1ccc(Cl)cc1	14	-2.1	7	4.7	-3	-0.1	-3	0.6	-1.5
COc1ccc(/C(C)=N/Nc2ccc(C(=O)O)cc2)cc1OC	56*	-1.1	4	.	7	-2.4	5	1.8	2.1
CCN1CCN(C(=O)C2CC(c3ccc(F)cc3)=NO2)CC1 (configuration not stated)	-13	1.0	-3	-1.0	-6	-1.0	0	-0.6	-4.8
O=C1/C(=C/c2cccnc2)Sc2ccccc21	1	2.0	-3	-1.5	-4	0.7	-8	-0.8	-0.6
Cc1cc(C(=O)Nc2ccc(Br)cn2)sc1C	3	-0.5	-1	-2.0	-1	4.5	-4	4.9	-4.4
Cc1ccccc1NC(=O)Nc1ccccc1N1CCCCC1	3	-0.2	-1	1.9	-7	-0.6	-5	-0.5	-5.0
Cc1ccc(-n2c(C)cc(/C=C3\C(=O)NC(=O)N(C)C3=O)c2C)cc1C	5	.	-2	1.6	-3	-0.3	-3	0.4	-1.4
COc1ccc(/C=N/NC(=O)Nc2nonc2N)cc1	5	0.6	1	2.1	4	-0.5	-9	-0.3	-0.3
Cc1ccc2nc(SCC(=O)Nc3cc(C)on3)[nH]c2c1	4	-0.2	1	-0.1	5	-1.1	-5	0.1	-0.4
O=C(C(c1ccccc1)c1ccccc1)N1CCN(Cc2ccco2)CC1	11	0.2	1	0.8	9	1.2	-2	1.2	0.1
CCN(CC)P(=O)(NC(=O)c1cccn1C)N(CC)CC	2	.	6	0.8	-4	-1.0	-7	0.0	-4.2
Cc1cccc2cc(CN(CC(C)C)S(=O)(=O)c3ccccc3)c(=O)[nH]c12	5	-1.2	4	1.8	20	0.6	12	12	-2.4
O=C(NCCN1C(=O)CSC1=O)C1CC(=O)N(c2ccccc2)C1 (configuration not stated)	19	.	-1	-1.9	0	-0.6	7	0.3	-0.2
O=C(O)c1cccnc1SCC(=O)N1CCCCCC1	29	-5.7	6	3.3	-14	-0.8	1	-1.6	0.3
CCCn1nnc(NC(=O)COc2ccccc2Cl)n1	2	0.5	3	0.9	2	0.8	2	0.0	-1.8

Molecules above with a Cl atom (five):
SMILES	GDH-TPI counter	BioA inh	Mtb FBA inh	UGM FP inh	BoNT F protease	PfHsp40 rescue	Anthrax LF prot	BoNT A protease	FadD28 FP inh
O=C(O)CCCNC(=O)/C(=C\c1ccc(Cl)cc1)NC(=O)c1ccccc1Br	10	.	2	0.0	6	-0.8	-4	0.6	0.8
NC(Cc1ccc(Cl)cc1)c1csc(Nc2ccc(-c3ccccc3)nn2)n1 (configuration not stated)	9	0.1	-2	.	-18	.	-3	0.5	-8.6
Cc1ccc(C(=O)N2CCN(c3ccc(NC(=O)c4cccnc4Cl)cc3)CC2)cc1	8	.	1	0.9	-1	0.8	-12	4.1	1.3
O=S1(=O)CCOC[C@H](CC2CCCCC2)N1Cc1ccc(Cl)cc1	14	-2.1	7	4.7	-3	-0.1	-3	0.6	-1.5
CCCn1nnc(NC(=O)COc2ccccc2Cl)n1	2	0.5	3	0.9	2	0.8	2	0.0	-1.8

(cont.)
SMILES	GDH-TPI counter	BioA inh	Mtb FBA inh	UGM FP inh	BoNT F protease	PfHsp40 rescue	Anthrax LF prot	BoNT A protease	FadD28 FP inh
O=S(=O)(NC1CCCCC1N1CCC(O)CC1)c1ccccc1 (configuration not stated)	6	-1.6	1	3.2	6	-1.7	12	-4.2	1.9
COc1ccccc1CNC(=O)c1n[nH]c2ccccc12	-3	-1.7	1	-2.2	1	-0.6	-3	0.0	-4.0
CC1=C(C(=O)Nc2ccccc2C)C(c2ccc(C)o2)n2c(s/c(=C/c3ccccc3)c2=O)=N1 (configuration not stated)	0	-1.7	2	0.9	10	0.0	0	0.5	-2.3
Cc1nc(SC(C)C(=O)NC2CCCC2)c2ccccc2n1 (configuration not stated)	3	0.3	-1	0.2	17	0.2	-6	-0.1	-4.0
O=C(Nc1ccc(NC(=O)c2cccs2)cc1)c1ccccc1	5	-2.5	0	3.1	6	2.0	2	1.6	0.1
O=C(O)C1=C[C@@H](C2CC2)C[C@@H](OCCCCO)O1	15	0.0	3	-0.1	-4	0.4	3	-0.8	-1.9
O=C(COC(=O)c1ccc(Br)o1)NCc1ccc(Cl)cc1	1	-0.4	-1	0.5	-2	0.5	-2	-0.5	.
C=C(C)c1ccc(C(C)(C)NC(=O)N(Cc2ccccc2)Cc2ccco2)cc1	4	-0.8	-3	0.1	-1	-2.0	-2	?	-1.1

3 compounds out of the list, ordered by length of the SMILES, high to low.
SMILES	GDH-TPI counter	BioA inh	Mtb FBA inh	UGM FP inh	BoNT F protease	PfHsp40 rescue	Anthrax LF prot	BoNT A protease	FadD28 FP inh
Cc1ccc(C2C(C(=O)c3cc4ccccc4o3)=C(O)C(=O)N2CCN2CCOCC2)o1 (configuration not stated)	12	1.8	2	2.1	21	-0.5	-2	1.7	-0.4
O=C(COC(=O)c1ccc(Br)o1)NCc1ccc(Cl)cc1	1	-0.4	-1	0.5	-2	0.5	-2	-0.5	.
Cc1ccccc1NC(=O)Nc1ccccc1N1CCCCC1	3	-0.2	-1	1.9	-7	-0.6	-5	-0.5	-5.0

No enrichment for hits. About 4.7% of those tested had a hit in this group.
